UDG counter: counter-screen for AID inhibitors: uracil-DNA glycosylase inhibition. FRET deamination/UDG coupled assay, UDG read, 4 h. Potency, µM (titrated, usually from 115 µM), for the others: at the top dose activity change, negative = inhibition, hits mostly inhibitors. 0.14% of 91,000 active. AID 1347430; further: nearly all actives have a fitted effect of over 65% in size
AID inh: inhibitors of human activation induced cytidine deaminase; AID deamination FRET fluorescence, UDG-coupled, 4 h; Potency, µM (highest dose often 115 µM), inactives show at the highest dose activity change, negative = inhibition, hits mostly inhibitors; AID 1347428; 0.32% of 91,000 active; further: nearly all actives have a fitted effect of over 25% in size
Target sequence (Q9GZX7 whole entry, looked up): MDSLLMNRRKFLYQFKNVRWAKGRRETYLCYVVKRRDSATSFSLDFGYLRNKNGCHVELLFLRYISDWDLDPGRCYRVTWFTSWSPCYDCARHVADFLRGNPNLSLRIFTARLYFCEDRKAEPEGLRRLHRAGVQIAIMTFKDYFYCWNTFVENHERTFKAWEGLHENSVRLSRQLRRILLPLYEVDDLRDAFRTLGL
Numbers without * were called inactive; ? = inconclusive; & = joins results of further samples; [ ] = dose if it differs, or a comment. The call rests on the fitted dose curve; in most records, active means well fitted curve in the direction sought with a large enough effect; inconclusive means small, poorly fitted or top-dose-only effect, or another doubt; inactive means no such curve, though single readings can be large; an effect the other way counts as inactive or inconclusive. On the % scale 0 is the no-effect control and ±100 the full control effect; potency means the concentration at half of the fitted maximal effect. The list is partial. The share of hits here may be higher or lower than overall.

> COc1ccc(NC(=O)Nc2ccccc2OCc2cc(=O)n3ccccc3n2)c(OC)c1
  UDG counter: -16%; AID inh: ?

> CCOc1ccccc1CNC(=O)c1ccc2c(c1)sc1nc(-c3cccc(OC)c3)cn12
  UDG counter: 0%[57.5 µM]; AID inh: 0%

> Cc1ccc(-n2ncc3c(NC4CCCCC4)ncnc32)cc1
  UDG counter: 17%; AID inh: 10%

> Cc1ccccc1NC(=O)CSc1nc2ccccc2o1
  UDG counter: -13%; AID inh: 9%

> CN(Cc1ccsc1)C(=O)c1cccc(C(=O)N(C)Cc2ccsc2)n1
  UDG counter: -2%; AID inh: 7%

> N#C/C(=C\c1c2ccccc2cc2ccccc12)c1ccc([N+](=O)[O-])cc1
  UDG counter: 1%; AID inh: -3%

> CC(=O)c1ccc(NC(=O)CSc2c(C(C)C)cnc3c2c(=O)n(C)c(=O)n3C)cc1
  UDG counter: 5%[57.5 µM]; AID inh: 5%

> CCCCCC1/C(=N/O)CCC1CC(=O)OC (stereo not given)
  UDG counter: -7%; AID inh: -2%

> CCC(CC)NC(=O)COC(=O)/C=C/c1cccc2cccnc12
  UDG counter: 6%; AID inh: 6%

> Cc1ccc2c(=O)cc(C(=O)Nc3sc4c(c3C(=O)NCC3CCCO3)CCCC4)oc2c1 (stereo not given)
  UDG counter: -19%[57.5 µM]; AID inh: -6%[57.5 µM]

> O=c1[nH]c(SCc2c(F)cccc2Cl)nc2c1CCC2
  UDG counter: ?; AID inh: 57%[activator]

> CCS(=O)(=O)N1CC(=O)N(c2cc(C)ccc2C)C(C)(C(=O)NC2CCCCC2)C1 (stereo not given)
  UDG counter: -8%; AID inh: 6%

> COc1ccc(OC)c(C2CC(=O)Nc3c2c(=O)[nH]c2ncnn32)c1 (stereo not given)
  UDG counter: -17%; AID inh: 7%

> C=CCn1c(SCC(=O)Nc2ccccc2)nc2c1c(=O)[nH]c(=O)n2C
  UDG counter: -8%; AID inh: -5%

> O=C(CCS(=O)(=O)c1nc(-c2cccs2)cc(C(F)(F)F)n1)Nc1cc(Br)ccc1O
  UDG counter: -6%; AID inh: 6%

> COc1ccc(-c2cc(C(=O)NC(C)c3ccccc3)c3cc(C(C)C)ccc3n2)cc1 (stereo not given)
  UDG counter: -10%; AID inh: 11%

> Cc1c(CCNC(=O)c2ccc(Br)o2)sc2nc(-c3ccc(F)cc3)nn12
  UDG counter: -12%; AID inh: -24%

> COc1ccc(N(Cc2cccs2)C(=O)Cn2nnc(-c3ccc(F)cc3)n2)cc1
  UDG counter: 6%; AID inh: -1%

> CCOC(=O)c1cccc(NC(=O)NC(C)c2c(-n3cccc3)sc3c2CCN(C)C3)c1 (stereo not given)
  UDG counter: -5%; AID inh: 53%[activator]

> COc1ccc2cnn(CC(=O)Nc3cccc(Cl)c3)c(=O)c2c1OC
  UDG counter: 10%; AID inh: -3%

> COc1cc(/C=C/c2nc3cc(C)c(C)cc3s2)cc(OC)c1
  UDG counter: -2%; AID inh: 5%

> CCOC(=O)c1ccc(NC(=O)Nc2c[nH]c(=O)[nH]c2=O)cc1
  UDG counter: ?; AID inh: 40%[activator]

> Cc1ccccc1-c1nc(CN2CCC(C(=O)NCc3ccccc3Cl)CC2)c(C)o1
  UDG counter: 8%; AID inh: 3%

> COC(=O)[C@H]1C2CCC(C(=O)OC)(CC2)[C@H]1C(=O)OC
  UDG counter: 4%; AID inh: -4%

> CCOc1ccc(NC(=O)COc2ccc(S(=O)(=O)NC3CCCCC3)cc2)cc1
  UDG counter: 34%[activator]; AID inh: 34%[activator]

> CCOc1ccc(CCNC(=O)c2cn(-c3ccc(OC)cc3)c(=O)c3ccccc23)cc1OCC
  UDG counter: -8%; AID inh: -19%

> CCc1ccc(CNC(=O)c2ccc3c(Cl)c4c(nc3c2)CCCC4)cc1
  UDG counter: -13%; AID inh: ?

> O=C(O)c1cc(Br)c(Cl)[nH]1
  UDG counter: -9%; AID inh: -3%

> CCc1ccccc1NC(=O)N1CCCn2nc(C)cc21
  UDG counter: -3%; AID inh: 2%

> N[C@H](C(=O)O)[C@H]1C[C@@H]1C(=O)O
  UDG counter: 0%; AID inh: -8%

> CS(=O)(=O)c1ccc(OCC(=O)c2ccc(F)cc2)cc1
  UDG counter: -18%; AID inh: 2%

> O=c1[nH]c(CN2CCCCCCC2)nc2ccsc12
  UDG counter: 2%; AID inh: -9%

> CCc1ccccc1NC(=O)Cn1c(=O)n(-c2ccccc2)c(=O)c2oc3ccccc3c21
  UDG counter: 2%; AID inh: -3%

> Cc1cc(N2CCN(c3ccccc3)CC2)nc(NCc2ccccc2)n1
  UDG counter: 1%; AID inh: -6%

> O=C(C1CCCN(S(=O)(=O)c2cccc3nsnc23)C1)N1CCN(c2ccccc2)CC1 (stereo not given)
  UDG counter: -25%; AID inh: -22%

> CCCc1ccc(OC(C)c2nc(-c3ccc(-n4cccc4)cc3)no2)cc1 (stereo not given)
  UDG counter: ?; AID inh: -4%

> COC(=O)c1ccc(NC(=O)CCc2c(C)nc3c(-c4ccccc4)c(C)nn3c2C)cc1
  UDG counter: 4%; AID inh: 62%[activator]

> COC(=O)C(=O)CC(=O)c1ccc(C)s1
  UDG counter: 4%; AID inh: 5%

> O=C(O)c1cccc(NCc2ccc(Cl)cc2)c1
  UDG counter: -3%; AID inh: -6%

> Cc1ccc2c(c1)N(C(=O)CCC(=O)NCc1ccccc1Cl)CC(C)O2 (stereo not given)
  UDG counter: -10%; AID inh: 6%

> CCOC(=O)C1CCN(C(=O)c2cc3cc(OCC)ccc3n2C)CC1
  UDG counter: 0%; AID inh: -12%

> S=C(Nc1ccc(Br)cc1)N(Cc1ccccc1)Cc1ccccc1
  UDG counter: -6%; AID inh: -16%

> CC1CCCCC1NC(=O)CCC1CCCO1 (stereo not given)
  UDG counter: 2%; AID inh: 5%

> O=C(Cc1ccc(Cl)cc1)Nc1ccc2oc(-c3ccccc3)nc2c1
  UDG counter: 17%; AID inh: -2%

> Cc1ccc(C(=O)NNC(=O)CNS(=O)(=O)/C=C/c2ccccc2)cc1
  UDG counter: 12%; AID inh: 3%

2 of the compounds above, with values under each structure:
Value order – UDG counter	AID inh
COC(=O)C(=O)CC(=O)c1ccc(C)s1
→ 4%	5%
O=C(O)c1cccc(NCc2ccc(Cl)cc2)c1
→ -3%	-6%

Continuation:
> Cc1ccc(C(=O)N/N=C/c2ccccc2)s1
  UDG counter: 1%; AID inh: -7%

> Fc1ccc(CN2CCc3nc(N4CCN(c5ccccc5F)CC4)ncc3C2)c(F)c1
  UDG counter: -8%; AID inh: 7%

> Cc1ccc2oc3c(c(=O)c2c1)C(c1cccc(O)c1)N(CCCN1CCOCC1)C3=O (stereo not given)
  UDG counter: 2%; AID inh: 22%

> CC(C)c1ccc(C(=O)NN)cc1
  UDG counter: 2%; AID inh: 1%

> O=C(O)c1cccc2[nH]cnc12
  UDG counter: -1%; AID inh: -4%

> CC(=O)Nc1ccc(NC(=O)C2CCN(c3c(NC(C)=O)c(C)nn3-c3ccccc3)CC2)cc1
  UDG counter: -5%; AID inh: 12%

> COc1ccc(OC)c(NC(=O)c2cnc(Nc3ccc(C)c(Cl)c3)c3ccccc23)c1
  UDG counter: -2%; AID inh: -7%

> COc1ccc(-c2cc(C(=O)Oc3ccc(C#N)cc3)no2)cc1
  UDG counter: ?; AID inh: 4%

> Cc1ccc(NC(=O)c2ccc(Cl)cc2N2CCCC2=O)cc1
  UDG counter: 1%; AID inh: -2%

> Cc1c(Cl)cccc1-c1ccc(/C=C(\C#N)c2nc3ccccc3[nH]2)o1
  UDG counter: -7%&-2%; AID inh: 2%&23%

> CC(Oc1ccc(Cl)cc1Cl)C(=O)Nc1ccc2oc(-c3cccnc3)nc2c1 (stereo not given)
  UDG counter: -6%; AID inh: 11%

> COCCOc1nc2c(c(=O)n(C)c(=O)n2C)n1C(C)c1ccccc1 (stereo not given)
  UDG counter: -4%; AID inh: -8%

> O=C(c1ccco1)n1nc(-c2ccccc2)nc1NCc1ccc(Cl)cc1
  UDG counter: -1%; AID inh: -15%

> CC1CCCN(c2nc3c(S(=O)(=O)c4ccc(C(C)C)cc4)nnn3c3ccsc23)C1 (stereo not given)
  UDG counter: ?; AID inh: ?

> CC1=C(C(=O)Nc2cccnc2)C(c2ccc(F)cc2)n2nc(SCc3ccccc3)nc2N1 (stereo not given)
  UDG counter: 5%; AID inh: -1%

> Cc1ccc(CN2C(=O)CS(=O)c3ccc(C(=O)NCc4ccccc4)cc32)cc1 (stereo not given)
  UDG counter: -3%; AID inh: -2%

> N#Cc1ccc(OCCSc2ccc3c(c2)OCCO3)cc1
  UDG counter: -10%; AID inh: -23%

> Cc1nn(Cc2ccccc2Cl)c(C)c1NC(=O)COCc1cc(-c2ccco2)on1
  UDG counter: 1%; AID inh: 2%

> CCN(CC(=O)NC(=O)NCC(F)(F)F)Cc1cccc(C)c1
  UDG counter: -1%; AID inh: 2%

> COC(=O)CCNC(=O)C1CCN(c2ncnc3sc4c(c23)CCC4)CC1
  UDG counter: -4%; AID inh: -6%

> COc1ccc(-c2cc(C(F)(F)F)n3nc(C(=O)Nc4sc5c(c4C#N)CCC(C)C5)cc3n2)cc1OC (stereo not given)
  UDG counter: -4%[57.5 µM]; AID inh: 36%[activator][57.5 µM]

> CCCCCc1ccc(-c2ccc(C(=O)O)cc2)cc1
  UDG counter: -6%; AID inh: -26%

> Cn1nc(C(C)(C)C)cc1-c1nn2c(-c3ccco3)nnc2s1
  UDG counter: -4%; AID inh: -7%

> COc1ccc(C)cc1NC(c1nnc(-c2ccccc2)o1)c1ccc(F)cc1Cl (stereo not given)
  UDG counter: -15%; AID inh: ?

> c1ccc(COc2cccc(CNCCc3c[nH]c4ccccc34)c2)cc1
  UDG counter: -10%; AID inh: -18%

> O=C(NCc1cccnc1)c1ccc2ccccc2c1
  UDG counter: 0%; AID inh: 0%

> CN(Cc1ccc2c(c1)OCCO2)Cc1ncc(C(C)(C)C)o1
  UDG counter: -5%; AID inh: -8%

> O=C(Cc1ccc(F)cc1)N1CCC(c2nc3c(nnn3Cc3ccc(F)cc3)c(=O)[nH]2)CC1
  UDG counter: -16%; AID inh: ?

> COc1ccc(CNc2nc3c(-c4ccccc4)nnn3c3ccccc23)cc1
  UDG counter: 2%; AID inh: -1%

> COc1ccc(N2CCN(C(=O)c3ccc(CS(=O)c4cccc(C)c4)o3)CC2)cc1 (stereo not given)
  UDG counter: 3%; AID inh: 2%

> COc1cccc(NC(=O)CC(C)(C(=O)O)c2ccccc2)c1 (stereo not given)
  UDG counter: -9%; AID inh: -27%

> Cc1cccc(-c2nc3c4ccccc4nc(NCc4ccc(Cl)cc4)n3n2)c1
  UDG counter: -7%; AID inh: 10%

> COCCN(CC(=O)NC(=O)NCC(F)(F)F)Cc1ccccc1
  UDG counter: 2%; AID inh: -4%

> CCOC(=O)c1c(NC(=O)CS(=O)(=O)c2ccc(C)cc2)sc2c1CCC(C)C2 (stereo not given)
  UDG counter: 39%[activator]; AID inh: -24%

> Cc1ccc2oc3c(c(=O)c2c1)C(c1ccc(F)cc1)N(Cc1ccc2c(c1)OCO2)C3=O (stereo not given)
  UDG counter: 14%; AID inh: -2%

> O=C(Nc1ccc(Nc2ccccc2)nc1)c1cccc[n+]1[O-]
  UDG counter: 1%; AID inh: 20%

> COc1ccccc1CNC(=O)C1CCN(c2nn3c(=O)cc(C)nc3s2)CC1
  UDG counter: 0%; AID inh: 50%[activator]

> O=S(=O)(Nc1ccc(-c2ccc(N3CCCCCC3)nn2)cc1)c1cccc(C(F)(F)F)c1
  UDG counter: 24%; AID inh: 4%

> CC(C)COc1cccc(C(=O)Nc2ccc(-c3nc4ncccc4o3)cc2)c1
  UDG counter: -7%[57.5 µM]; AID inh: 0%[57.5 µM]

> O=C(NCCCN1CCCC1=O)C1CCCCC1
  UDG counter: -5%; AID inh: -2%

> CCOC(=O)c1ccccc1NC(=O)Cc1c(C(=O)O)c(C)cn1C
  UDG counter: -2%; AID inh: 16%

Compounds above that contain fluorine, in the order listed:
> O=c1[nH]c(SCc2c(F)cccc2Cl)nc2c1CCC2
  UDG counter: ?; AID inh: 57%[activator]

> O=C(CCS(=O)(=O)c1nc(-c2cccs2)cc(C(F)(F)F)n1)Nc1cc(Br)ccc1O
  UDG counter: -6%; AID inh: 6%

> Cc1c(CCNC(=O)c2ccc(Br)o2)sc2nc(-c3ccc(F)cc3)nn12
  UDG counter: -12%; AID inh: -24%

> COc1ccc(N(Cc2cccs2)C(=O)Cn2nnc(-c3ccc(F)cc3)n2)cc1
  UDG counter: 6%; AID inh: -1%

> CS(=O)(=O)c1ccc(OCC(=O)c2ccc(F)cc2)cc1
  UDG counter: -18%; AID inh: 2%

> Fc1ccc(CN2CCc3nc(N4CCN(c5ccccc5F)CC4)ncc3C2)c(F)c1
  UDG counter: -8%; AID inh: 7%

> CC1=C(C(=O)Nc2cccnc2)C(c2ccc(F)cc2)n2nc(SCc3ccccc3)nc2N1 (stereo not given)
  UDG counter: 5%; AID inh: -1%

> CCN(CC(=O)NC(=O)NCC(F)(F)F)Cc1cccc(C)c1
  UDG counter: -1%; AID inh: 2%

> COc1ccc(-c2cc(C(F)(F)F)n3nc(C(=O)Nc4sc5c(c4C#N)CCC(C)C5)cc3n2)cc1OC (stereo not given)
  UDG counter: -4%[57.5 µM]; AID inh: 36%[activator][57.5 µM]

> COc1ccc(C)cc1NC(c1nnc(-c2ccccc2)o1)c1ccc(F)cc1Cl (stereo not given)
  UDG counter: -15%; AID inh: ?

> O=C(Cc1ccc(F)cc1)N1CCC(c2nc3c(nnn3Cc3ccc(F)cc3)c(=O)[nH]2)CC1
  UDG counter: -16%; AID inh: ?

> COCCN(CC(=O)NC(=O)NCC(F)(F)F)Cc1ccccc1
  UDG counter: 2%; AID inh: -4%

> Cc1ccc2oc3c(c(=O)c2c1)C(c1ccc(F)cc1)N(Cc1ccc2c(c1)OCO2)C3=O (stereo not given)
  UDG counter: 14%; AID inh: -2%

> O=S(=O)(Nc1ccc(-c2ccc(N3CCCCCC3)nn2)cc1)c1cccc(C(F)(F)F)c1
  UDG counter: 24%; AID inh: 4%
